Menin-MLL TR inh: qHTS Assay for Inhibitors Targeting the Menin-MLL Interaction in MLL Related Leukemias: Competition With Texas Red Labeled MLL-derived Mutant Peptide; O00255; 270,000 tested, 0.23% active; Menin + Texas Red MLL mutant peptide, fluorescence polarization; Potency, µM (series often up to 61.6 µM), for the others: at the top dose FP activity change, negative = inhibition, actives largely listed as inhibitors; AID 1768, 2009; active means well fitted inhibition curve with a large enough effect in the polarisation, with a control signal flat, not every such curve was filed as active; inconclusive means small, poorly fitted or top-dose-only effect, or effect the other way, or a change in a side signal; inactive means no such curve, though single readings can be large or run the other way; the % refers to the polarisation; further: potency means the concentration at half of the fitted maximal effect; % of control where 0% means no effect; many of its hits are not listed in these tables
MBNL1 CUG block: qHTS Assay for Inhibitors of MBNL1-poly(CUG) RNA binding. 280,000 tested, 0.036% active. TR-FRET MBNL1-His/biotin-(CUG)12 binding, 665/545 ratio. Potency, µM (doses to about 57.5 µM), without a hit: at the highest dose activity change, negative = inhibition, actives largely listed as inhibitors. AID 2675, 2010; active means well fitted inhibition curve with a large enough effect in the signal ratio, with a control signal flat, not every such curve was filed as active; inconclusive means small, poorly fitted or top-dose-only effect, or effect the other way, or a change in a side signal; inactive means no such curve, though single readings can be large or run the other way; the % refers to the signal ratio; further: potency means the concentration at half of the fitted maximal effect; on the % scale 0 is the no-effect control and ±100 the full control effect
Target sequence (Q9NR56 whole entry, looked up): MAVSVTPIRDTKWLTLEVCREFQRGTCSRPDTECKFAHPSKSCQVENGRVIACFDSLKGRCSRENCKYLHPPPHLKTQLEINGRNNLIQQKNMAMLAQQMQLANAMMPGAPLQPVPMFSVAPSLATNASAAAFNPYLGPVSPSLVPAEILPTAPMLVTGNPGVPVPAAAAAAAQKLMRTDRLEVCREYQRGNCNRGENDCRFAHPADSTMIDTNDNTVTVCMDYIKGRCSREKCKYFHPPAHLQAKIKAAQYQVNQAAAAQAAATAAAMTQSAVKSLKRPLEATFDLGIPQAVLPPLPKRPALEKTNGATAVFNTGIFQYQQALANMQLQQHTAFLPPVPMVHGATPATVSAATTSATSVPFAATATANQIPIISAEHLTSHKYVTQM
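TR-FRET readout: Ex 340 nm, 665/545 nm emission ratio, normalized to buffer-only (basal) and MBNL1-(CUG)12 controls. Complex of MBNL1-His with Biotin-(CUG)12, compounds 92 nM–58 uM, incubated 60 min at room temperature.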
Integrin act MD: qHTS for Activators of Integrin-Mediated Alleviation for Muscular Dystrophy; alpha7betagal myoblasts, beta-gal FDG fluorescence, 48 h; Potency, µM (top dose mostly 38.3 µM), inactives show at the highest dose activation, actives largely listed as activators; 350,000 tested, 0.064% active; AID 624291, 2012;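 further: potency means the concentration at half of the fitted maximal effect; 100% = response of the positive control SU9516; nearly all actives have a fitted effect of over 60% in size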
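alpha7betagal+/- myoblasts (passage 13, 250/well) treated 48 h at 37C with compounds at 1:260 dilution of DMSO stock. Lysed, then beta-galactosidase activity read as FDG fluorescence (ex 480/em 540) after 30 min, with pre-read for autofluorescence.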
Mito fusion yeast: qHTS Assay for Small Molecule Inhibitors of Mitochondrial Division or Activators of Mitochondrial Fusion; S. cerevisiae fusion-defective mutant growth rescue, CellTiterGlo 48 h; 320,000 tested, 0.23% active; AID 485298, 2010; Potency, µM (series often up to 46.1 µM), for the others: at the top dose growth rescue (activation), usual class: activators;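 further: potency means the concentration at half of the fitted maximal effect; % of control where 0% means no effect; nearly all actives have a fitted effect of over 45% in size; temperature-sensitive fusion mutants such as fzo1-1 at 37 °C on non-fermentable ethanol glycerol medium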
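Read-out: ATP-based luminescence (CellTiterGlo, 10 min ambient) reporting growth of fusion-defective ts yeast after 48 hours at 37C on glycerol/ethanol YPEG medium in the presence of compound.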
PTAP TSG101 blk: qHTS Assay for Iinhibitors of HIV-1 Budding by Blocking the Interaction of PTAP/TSG101; Potency, µM (doses to about 115 µM), for the others: top-dose activity change, negative = inhibition, hits mostly inhibitors; Fluorescence polarization, FITC-PTAP peptide / Tsg101 binding; 340,000 tested, under 10 active; active means well fitted inhibition curve with a large enough effect in the main read-out, with a control signal flat, not every such curve was filed as active; inconclusive means small, poorly fitted or top-dose-only effect, or effect the other way, or a change in a side signal; inactive means no such curve, though single readings can be large or run the other way; further: potency means the concentration at half of the fitted maximal effect; % of control where 0% means no effect
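FP read-out: FITC-PTAP peptide, 50 nM final, binding Tsg101 binding domain, 10 uM final; 20 min, r.t.; 10 mM HEPES pH 7.5, 0.15 M NaCl, 0.01% Tween 20, 3 mM EDTA, 0.1 mM TCEP.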
MLL CXXC-DNA inh: qHTS Fluorescence Polarization Assay for Inhibitors of MLL CXXC domain - DNA interaction | 290,000 tested, 0.037% active | AID 2662, 2010 | Potency, µM (top dose mostly 115 µM), inactives show at the top dose activity change, negative = inhibition, actives largely listed as inhibitors | MLL-CXXC / FITC-HOXA9 DNA fluorescence polarization; active means well fitted inhibition curve with a large enough effect in the polarisation, with a control signal flat, not every such curve was filed as active; inconclusive means small, poorly fitted or top-dose-only effect, or effect the other way, or a change in a side signal; inactive means no such curve, though single readings can be large or run the other way; the % refers to the polarisation; further: potency means the concentration at half of the fitted maximal effect
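Steps: dispense CXXC domain solution (7 uM) → pin compounds or unlabeled HOX-A9 DNA control → 5 min ambient → add FLSN-HOX-A9 solution (50 nM) → spin → 30 min ambient → fluorescence polarization. Tris pH 7.5/NaCl/DTT/BSA buffer.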
TSHR antagonist: Antagonists of the Thyroid Stimulating Hormone Receptor: HTS campaign | activity change, negative = inhibition, % at 11.5 µM | Thyrotropin receptor (Homo sapiens), P16473 | 330,000 tested, 0.2% active | TSHR-expressing cells, TSH-stimulated cAMP HTRF, 2 h; hits give low values;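 active means activity change below a set negative limit, meaning inhibition stronger than a set level, cut at about -70% in these data; inconclusive means activity change between two set negative limits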; further: on the % scale 0 is the no-effect control and ±100 the full control effect
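Competitive HTRF cAMP read-out (cryptate anti-cAMP antibody, cAMP-d2; 30 min, room temperature) in freshly harvested TSHR cells. Compounds added before TSH at EC80 (4nM final), followed by 2 hours' incubation at 37 deg C.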
AT treatment: qHTS Assay for Identifying a Potential Treatment of Ataxia-Telangiectasia; […] A-T fibroblasts, KAP-1 phosphorylation AlphaLISA; neocarzinostatin DNA damage 30 min before lysis; AID 485349, 2010; 320,000 tested, 0.19% active; Potency, µM (highest dose often 57.5 µM), inactives show top-dose activation, hits mostly activators; further: potency means the concentration at half of the fitted maximal effect; % of control where 0% means no effect; nearly all actives have a fitted effect of over 45% in size
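ATM-like activity read as KAP-1 phosphorylation via AlphaLISA donor/acceptor antibody pairs after lysis and 6 hr at 25C. Cells were ATM-null patient fibroblasts ([…], hTERT), dosed 60 min, then exposed to the DSB inducer NCS for 30 min.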
ASM inhibitor: Inhibitors of Secretory Acid Sphingomyelinase (S-ASM): qHTS | Sphingomyelin phosphodiesterase (Homo sapiens), P17405 | Potency, µM (top dose mostly 57.5 µM), for the others: at the top dose activity change, negative = inhibition, usual class: inhibitors | 340,000 tested, 0.006% active | placental ASM, HMU-PC fluorogenic substrate, 60 min | AID 504937, 2011; further: potency means the concentration at half of the fitted maximal effect
Target sequence (P17405 47-631 limits assumed): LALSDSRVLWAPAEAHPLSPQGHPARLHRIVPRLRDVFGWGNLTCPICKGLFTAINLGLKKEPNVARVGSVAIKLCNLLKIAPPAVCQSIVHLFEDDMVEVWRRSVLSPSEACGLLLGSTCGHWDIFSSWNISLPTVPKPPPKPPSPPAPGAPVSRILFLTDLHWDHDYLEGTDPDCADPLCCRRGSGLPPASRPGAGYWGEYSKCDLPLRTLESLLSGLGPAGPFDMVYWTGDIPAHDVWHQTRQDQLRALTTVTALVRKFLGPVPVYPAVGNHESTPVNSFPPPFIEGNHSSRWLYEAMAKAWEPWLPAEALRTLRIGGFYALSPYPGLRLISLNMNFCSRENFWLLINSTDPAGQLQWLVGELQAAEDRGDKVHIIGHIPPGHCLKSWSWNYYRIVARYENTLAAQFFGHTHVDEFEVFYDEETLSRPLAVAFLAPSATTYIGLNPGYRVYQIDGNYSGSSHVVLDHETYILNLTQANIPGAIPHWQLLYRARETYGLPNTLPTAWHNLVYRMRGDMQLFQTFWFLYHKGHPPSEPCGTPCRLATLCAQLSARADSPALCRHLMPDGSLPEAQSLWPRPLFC
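Human placenta-derived ASM enzyme was preincubated with compound for 10 minutes at room temperature, then given fluorogenic substrate HMU-PC0 (9 uM final) for 60 minutes at 37 °C; a pH 10 stop preceded fluorescence reading at Ex 386/Em 447 nm.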
TCR act: Activators of T cell receptors: qHTS campaign; 330,000 tested, under 10 active; primary human leukocytes, anti-CD3, IL-2 HTRF, 48 h; AID 504894, 2011; Potency, µM (top dose mostly 9.22 µM), for the others: top-dose activation of IL-2 secretion, most hits filed as activators; further: % of control where 0% means no effect
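Primary human leukocytes receive a-CD3 beads and test compound and are incubated 48 hr. Secreted IL-2 is then assayed by HTRF, measuring 665nm acceptor emission after 320nm excitation of the europium donor.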
Active calls of the source: *; u = inconclusive; x = no result given; [ ] = dose if it differs, or a comment. Unless noted, the call rests on the fitted dose curve; in most records, active means well fitted curve in the direction sought with a large enough effect; inconclusive means small, poorly fitted or top-dose-only effect, or another doubt; inactive means no such curve, though single readings can be large; an effect the other way counts as inactive or inconclusive. Only part of the results is shown; rates above refer to the full screens.

SMILES	Menin-MLL TR inh	MBNL1 CUG block	Integrin act MD	Mito fusion yeast	PTAP TSG101 blk	MLL CXXC-DNA inh	TSHR antagonist	AT treatment	ASM inhibitor	TCR act
O=C1C(=O)N(Cc2ccccc2)C(c2cccc(O)c2)/C1=C(\O)c1ccc2c(c1)OCCO2 (stereo not drawn)	19.5%	24.0%	3.9%	-5.8%	-0.8%	-12.4%	-5.8	13.2%	-3.1%	-3.2%
C/C(=N/Nc1ccc([N+](=O)[O-])cc1)c1c[nH]c2ccccc12	u	u	-39.4%	-5.4%	8.8%	-22.5%	-16.5	-4.4%	-11.4%	x
CCCCNC(=O)c1cn(C)c2ccc(S(=O)(=O)N3CC(C)CC(C)C3)cc2c1=O (stereo not drawn)	28.3%	0.0%	u	2.1%	-1.3%	1.3%	5.8	-6.3%	-0.3%	6.6%
CN1CCN(c2nc(-c3ccc(Cl)cc3Cl)nc3ccccc23)CC1	-20.6%	-3.1%	-24.0%	-42.0%[inhibitor]	-3.0%	14.0%	13.0	14.3%	-0.6%	-4.8%
CCOCCCNC(=O)Cn1cnc2c(cnn2-c2ccc(C)c(C)c2)c1=O	8.6%	-0.9%	-6.5%	-0.7%	-4.4%	-12.3%	-3.1	1.4%	-1.3%	-7.3%
COc1ccc(-c2cccc(NC(=O)c3ccco3)c2)nn1	x	x	31.4%	5.3%	-1.7%	x	-2.3	-11.6%	3.1%	1.0%
COc1ccc(N(C(=O)c2cccnc2)S(=O)(=O)c2ccc3c4c(cccc24)C(=O)N3C)cc1	-10.8%	u	11.2%	18.2%	-1.9%	20.3%	-9.8	15.1%	102.3%[activator]	0.1%[46.1 µM]
COc1ccc(S(=O)(=O)N2CCOC2CNC(=O)C(=O)NCc2ccc3c(c2)OCO3)cc1OC (stereo not drawn)	x	-4.9%	0.0%	7.2%	-3.5%	u	17.2	12.1%	x	3.0%
CCCCCCCNC(=O)COc1ccc2c(c1)C(=O)CC(C)(C)O2	u	-1.5%	-15.9%	-2.0%	-1.7%	-4.7%	-4.8	x	162.4%[activator]	0.9%
O=C(NN=C1CCCC1)C1COc2ccccc2O1 (stereo not drawn)	6.6%	-4.5%	u	20.8%	0.8%	7.9%	-4.4	-9.8%	-0.9%	0.1%
COc1ccc(N(C(=O)c2snc(C(N)=O)c2N)C(C(=O)NCC2CCCO2)c2ccc3ncccc3c2)cc1OC (stereo not drawn)	-7.8%	u	12.0%	-1.6%	-4.0%	1.7%	-1.0	6.6%	131.5%[activator]	-2.7%
Cc1cc(N2C(=O)CC(N3CCN(c4ccc(C(=O)c5cccs5)cc4)CC3)C2=O)no1 (stereo not drawn)	-3.6%	12.2%	-8.7%	0.4%	-2.1%	-7.5%	-12.3	3.6%	-8.9%	0.5%
CC(=O)NNc1nc2ccccc2s1	x	-1.2%	-1.5%	-0.5%	-1.5%	-3.9%	-18.9	-3.6%	-1.1%	1.2%
CCOC(=O)c1noc(C)c1C(=O)Nc1cccc(F)c1	4.3%	u	-16.9%	-8.9%	-1.4%	-4.2%	6.9	0.2%	-2.0%	-1.2%
COc1ccc(Cl)cc1NC(=O)CNc1ccc(F)cc1C	9.8%	6.3%	0.4%	11.6%	-2.8%	u	-3.8	6.3%	-3.0%	-5.9%[46.1 µM]
NC(=S)N/N=C/c1ccccc1OC(=O)c1cc2ccccc2oc1=O	21.3%	u	4.0%	-12.4%	-7.4%	-8.4%	-1.0	1.7%	x	1.8%
N/C(=N\OC(=O)c1cc(-c2ccccc2)nc2ccccc12)c1ccc(Cl)cc1	11.2%	-5.5%	12.8%	0.3%	-2.7%	-1.0%	1.5	0.0%	-1.7%	-2.0%
CCN1CCN(CCCNC(=O)Cn2cc3c(n2)CCCC3)CC1	2.5%	-3.2%	-10.7%	-3.1%	-6.8%	-0.9%	51.8	3.5%	3.8%	7.2%
CC(OC(=O)CCCc1c[nH]c2ccccc12)C(=O)Nc1ccc(S(N)(=O)=O)cc1 (stereo not drawn)	x	x	-17.5%	2.8%	0.2%	x	3.1	9.5%	-5.4%	3.9%
CCN1CCN(CCCNC(=O)CCC(=O)N2CCOc3ccccc32)CC1	-4.7%	-10.4%	3.9%	-0.4%	-4.8%	x	0.2	16.3%	-2.2%	-3.2%
COc1ccc(CNC(=O)c2cc3cccc(OC)c3oc2=N)cc1	11.6%	u	-0.2%	-1.3%	x	9.5%	-10.1	-0.4%	0.3%	-12.3%
Nc1nc(-c2cccs2)c(NC(=O)c2ccccc2)s1	-4.0%	15.5%	-75.2%[inhibitor]	4.8%	1.3%	-10.0%	-4.0	0.8%	-1.9%	4.4%
COc1cccc(C(=S)N2CCOCC2)c1OS(=O)(=O)c1ccc(Cl)cc1	x	2.2%	-14.1%	0.3%	0.0%	-6.1%	-9.3	-2.1%	-2.2%	3.6%
O=C(c1c(F)cccc1F)N(Cc1ccccn1)C1CCCC1	-20.8%	-3.6%	6.1%	1.2%	-6.8%	-9.2%	-4.0	3.5%	1.3%	5.7%
COC(=O)c1c(-c2ccc(S(C)(=O)=O)cc2)sc2ccc(OC)cc12	x	x	-35.5%	x	-0.4%	x	-6.8	4.9%	-12.4%	3.8%
COc1ccc(CNC(=O)COc2cccnc2[N+](=O)[O-])cc1	-8.3%	u	-0.4%	9.5%	-4.2%	2.3%	-3.7	5.3%	0.3%	6.3%
COC(=O)C1CCN(C(=O)/C=C/c2ccccc2)CC1	7.4%	20.3%[11.5 µM]	17.6%	-13.9%	-4.1%	-5.4%	-5.3	-0.7%	9.1%	-0.6%[46.1 µM]
Cc1cccc2nc(Cn3c(=O)n(CCC(=O)NCc4ccco4)c(=O)c4ccccc43)cc(=O)n12	x	x	18.0%	x	-4.9%	x	x	x	2.6%	7.9%
Cn1c(=NC(=O)c2cccc([N+](=O)[O-])c2)sc2ccccc21	3.0%	-1.0%	-11.4%	12.4%	-2.7%	-5.3%	2.5	0.9%	-3.2%	-4.5%
COc1ccc(CSc2nnnn2Cc2ccccc2)cc1OC	-13.7%	2.9%	25.5%[7.66 µM]	5.1%	-0.3%	7.8%	3.4	0.0%	-5.3%	3.6%
O=C(NCCCn1ccnc1)c1sc2cccc(F)c2c1Cl	x	13.0%	-3.3%	2.7%	1.1%	5.8%	-8.3	1.3%	21.8%	-1.9%
C#CCOCCOCCOCCNc1nc(N2CCN(C(=O)[C@H](Cc3cc4ccccc4[nH]3)n3cc([C@@H](N)Cc4ccc(O)cc4)nn3)CC2)nc(N2CCN(C(=O)[C@H](Cc3cc4ccccc4[nH]3)n3cc([C@@H](N)CC(C)C)nn3)CC2)n1	x	-7.1%	-17.5%	12.2%	-2.0%	u	-6.1	-38.7%	-1.6%	-1.3%
COCCn1c(CN2CCN(c3ccccc3)CC2)nc2c1c(=O)n(C)c(=O)n2C	x	x	-8.4%	x	-4.4%	x	x	x	-0.6%	3.5%
COc1ccc(C(=O)NNC(=O)OC(C)(C)C)cc1	x	-14.5%	u	-0.2%	-2.1%	29.9%	-5.0	-8.0%	1.5%	-0.3%
COc1ccc2[nH]c3c(N4CC(C)OC(C)C4)ncnc3c2c1 (stereo not drawn)	-1.7%	1.4%	3.8%	-1.0%	-6.9%	u	-10.8	4.4%	140.0%[activator]	2.1%
Cc1ccc2ncnc(Nc3ccc(C)c(C)c3)c2c1	9.0%	11.4%	-2.8%	-1.1%	-2.6%	10.3%	-5.0	x	6.2%	3.3%
CC(C)Oc1ccc(S(=O)(=O)N(C(C)C)C(C)C)cn1	-20.5%	8.5%	-7.8%	-1.8%	-8.6%	8.0%	21.6	x	-1.5%	-4.4%[46.1 µM]
